# Assay outcomes deposited in PubChem by several laboratories.
# Mcl1 Bid PPI: disrupts binding of human Mcl-1 to Bid peptide; Q07820; TR-FRET Mcl-1/Bid-Dy647 peptide binding, 1536-well; inhibition, % at 21.7 µM; 220,000 compounds, 0.97% hits; AID 1021;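 active means compounds that cut the binding signal by more than half at the single screening dose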;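 further: His-tagged Mcl-1 with europium anti-His antibody binding Bid BH3 peptide; 0% = Mcl-1 plus peptide wells and 100% = peptide-only wells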
# Target sequence (Q07820 whole entry, looked up): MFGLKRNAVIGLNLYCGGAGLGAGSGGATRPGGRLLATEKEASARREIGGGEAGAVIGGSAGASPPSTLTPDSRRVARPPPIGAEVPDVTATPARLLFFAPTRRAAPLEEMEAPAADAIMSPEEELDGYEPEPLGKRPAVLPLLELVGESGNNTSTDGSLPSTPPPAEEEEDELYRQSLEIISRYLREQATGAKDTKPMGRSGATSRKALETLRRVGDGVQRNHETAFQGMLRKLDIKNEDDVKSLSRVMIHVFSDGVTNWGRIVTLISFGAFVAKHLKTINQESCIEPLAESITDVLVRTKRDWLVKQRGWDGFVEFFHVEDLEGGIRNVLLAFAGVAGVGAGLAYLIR
# RGS8-Gao reg: modulates binding of RGS8 to human Galphao | multiplexed bead flow cytometry; actives lie on both sides | response (percent of control binding), % at 10 µM | 220,000 compounds, 0.34% hits; in the data active means response below about 60% or above about 140%; inactive means in between;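 further: Galphao activated as the GDP aluminium fluoride complex binding bead-coupled RGS8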
# Target sequence (P09471 whole entry, looked up): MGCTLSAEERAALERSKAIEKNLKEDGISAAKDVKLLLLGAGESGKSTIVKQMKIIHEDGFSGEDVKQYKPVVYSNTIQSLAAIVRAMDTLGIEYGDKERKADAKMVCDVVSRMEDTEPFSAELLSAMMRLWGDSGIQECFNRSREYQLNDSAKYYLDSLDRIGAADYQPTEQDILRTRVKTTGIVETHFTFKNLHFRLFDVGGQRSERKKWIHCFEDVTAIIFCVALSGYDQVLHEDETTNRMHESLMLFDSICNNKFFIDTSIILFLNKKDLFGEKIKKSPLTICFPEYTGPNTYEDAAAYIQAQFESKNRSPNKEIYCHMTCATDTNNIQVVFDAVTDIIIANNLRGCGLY
# Mcl1 Noxa PPI: Mcl-1/Noxa interaction inhibition; inhibition, % at 21.7 µM; TR-FRET Mcl-1/Noxa peptide binding, 2 h; Q07820; AID 1022; 220,000 compounds, 1.5% hits;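 active means compounds that cut the protein-peptide binding signal by more than 50% relative to plate controls in a single-dose test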;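 further: His-tagged Mcl-1 with rhodamine Noxa BH3 peptide and terbium anti-His antibody; 0% = Mcl-1 plus Noxa peptide wells and 100% = peptide-only wells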
# Pf gametocyte: inhibitors of late stage P. falciparum gametocyte viability. P. falciparum stage V gametocytes, ATP luminescence, 24 h. inhibition, % at 10.9 µM. 150,000 compounds, 0.065% hits. AID 743093;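 active means inhibition above the mean plus 3 SD of compounds within the control limits, set per campaign, cut at about 38% in these data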;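 further: 0% = DMSO wells and 100% = medium only without gametocytes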
# The depositor's hits bear a star; & = joins results of further samples. Only part of the results is shown (hit frequency here may not be typical).
SMILES,Mcl1 Bid PPI,RGS8-Gao reg,Mcl1 Noxa PPI,Pf gametocyte
O=C(c1ccc(Cl)c(S(=O)(=O)N2CCCCCC2)c1)N1CCCC1,-35,97,12,-5
CN1C(=O)C(CCC(N)=O)NC1=S (stereo unspecified),-21,102,1,-6
Cc1ccc(-n2[nH]c(C)c(/C=N/c3cccc(C)n3)c2=O)cc1,9,102,10,5
CNC(=S)NNC(=O)Cc1ccc(OC)cc1,-39,95,12,14
CC(C)CCc1noc(CN(CC2CCC2)CC2CCCO2)n1 (stereo unspecified),-8,103,-3,25
Brc1ccc(N=Nc2ccc3ccccc3n2)cc1,-8,102,2,-9
O=C(O)CSc1nc(-c2ccccc2)nc2c1CCCC2,-15,102,17,-18
CCOC(=O)c1c(CSc2ccccc2)oc2cc(Br)c(O)c(CN(C)C)c12,-48,101,18,-14
CC(CNS(=O)(=O)c1ccc(Br)cc1)CN(C)C (stereo unspecified),-13,102,9,-12
O=C1NCCCC1C(=O)N/N=C/c1cccc([N+](=O)[O-])c1 (stereo unspecified),-2,93,-8,4
O=[N+]([O-])c1cccc(C(O)C23CN4CN(CN(C4)C2)C3)c1 (stereo unspecified),-21,103,-10,12
CCOc1ccc(C2C3=C(CCCC3=O)OC(N)=C2[N+](=O)[O-])cc1 (stereo unspecified),-15,102,-8,-45
COC(C[C@@H](O)[C@@H](C)[C@@H](O)COCc1ccccc1)OC,-21,83,-23,-35
CC(C)n1cnc2cc(NCc3ccccc3O)ccc21,-181,98,-40,-2
Cc1ccccc1NCC(=O)N=Nc1c(O)[nH]c2ccc([N+](=O)[O-])cc12,-30,105,53*,-2
COc1ccc(NC(=O)Cn2c(=O)c(C)nc3ccccc32)cc1Cl,-7,97,9,-6
Cn1nc(-c2ccc(Cl)cc2)cc1NC(=O)CC(C)(C)CC(=O)O,-6,98,14,-8
Cc1ccc(O)c(NC(=O)CN(C)S(=O)(=O)c2ccc(Cl)cc2)c1,-33,105,17,-11
COc1cc(C2SCC(=O)N2c2c(C)n(C)n(-c3ccccc3)c2=O)ccc1O (stereo unspecified),-27,99,-30,-15
COc1ccccc1C(O)P(=O)(OC1CCCCC1)OC1CCCCC1 (stereo unspecified),-10,101,-19,-14
CNC(=O)c1nc(C)c(C2(C)CC(c3ccccc3)=NO2)s1 (stereo unspecified),-15,106,-6,3
O=C(Nc1ccccc1)Nc1scc2c1c(=O)oc1ccccc12,-15,101,-23,2
O=C(O)CSc1ccnc2cc(Cl)ccc12,2,102,20,-2
N/C(CC1CC1(Cl)Cl)=N\OC(=O)c1ccccc1 (stereo unspecified),-7,100,-4,7
CCOC(=O)C(=O)N1c2ccccc2C(N(C(=O)C(=O)OCC)c2ccccc2)CC1C (stereo unspecified),-1,102,3,-4

# Molecules above that contain an aryl methoxy group:
SMILES,Mcl1 Bid PPI,RGS8-Gao reg,Mcl1 Noxa PPI,Pf gametocyte
CNC(=S)NNC(=O)Cc1ccc(OC)cc1,-39,95,12,14
COc1ccc(NC(=O)Cn2c(=O)c(C)nc3ccccc32)cc1Cl,-7,97,9,-6
COc1cc(C2SCC(=O)N2c2c(C)n(C)n(-c3ccccc3)c2=O)ccc1O (stereo unspecified),-27,99,-30,-15
COc1ccccc1C(O)P(=O)(OC1CCCCC1)OC1CCCCC1 (stereo unspecified),-10,101,-19,-14

# New compounds follow:
SMILES,Mcl1 Bid PPI,RGS8-Gao reg,Mcl1 Noxa PPI,Pf gametocyte
Cc1ccc(NC(=S)N(CCN(C)C)C(C)c2ccco2)c(C)c1 (stereo unspecified),-102,100,5,12
CN(c1ccccc1)S(=O)(=O)c1cccc(NC(=O)CN2CCCc3ccccc32)c1,-46,118,4,-4
S=c1[nH]ccn1-c1ccccc1Cl,-10&-37,98&100,-4&6,2
Cn1c(SCC(=O)NNC(=O)Nc2ccc(Cl)cc2)nnc1-c1ccccc1,-14,95,-6,-17
CC(C)(C)OC(=O)[C@H](Cc1ccccc1)NC(=O)c1[nH]cnc1C(=O)Nc1ccc(Cl)cc1,-60,99,-88,-1
CC1CCN(c2c(NCc3ccc(C(=O)NCc4ccccc4)cc3)c(=O)c2=O)CC1,-8,102,6,6
Cc1sc2nc(COC(=O)c3ccc(Cl)c(N)c3)[nH]c(=O)c2c1C,-18,102,15,20
O=C1CCC(=O)N1c1ccc(-c2nc3sc4c(c3c(=O)o2)CCC4)cc1,-12,100,-16,-2
CCOc1ccccc1NC(=O)C(OC(=O)C1CC1)c1ccccc1 (stereo unspecified),-18,92,-7,3
Cc1nc(-c2ccc(S(=O)(=O)N3CCN(C4c5ccccc5-c5ccccc54)CC3)s2)cs1,2,99,0,16
c1ccc(-c2ccc(C3=Nn4c(nnc4-c4cccs4)SC3)cc2)cc1,-4,101,2,9
COc1ccc(-n2c(-c3ccccc3)c[n+]3c2CCC3)cc1,-33,99,3,11
Cc1ccccc1C(=O)Nc1c(-c2cccs2)c(=O)c2ccccc2n1C,-11,100,-14,-3
Cc1ccc(Cl)cc1NC(=S)N(C)N,-17,101,9,2
O=C(Nc1ccc(Oc2cccc(C(F)(F)F)c2)nc1)c1ccco1,-15,103,-24,-17
O=C(Cc1ccc([N+](=O)[O-])cc1)Nc1nccs1,3,102,11,18
CC(C)c1cc(-c2cc(C(=O)NCc3ccccc3)on2)nc(NC2CCCC2)n1,-18,100,-6,2
CN1CCN(S(=O)(=O)c2ccc(NCc3ccc4c(c3)OCO4)nc2)CC1,-46,102,9,-7
CC(=O)c1ccc(NC(=O)C(C)n2c3ccccc3c3nc(=O)cc(C)n32)cc1 (stereo unspecified),97*,100,-4,26
CN(C)CC/C=C1/c2ccccc2Sc2ccc(Cl)cc21,-8,99,4,21
Brc1ccc(-c2cn3ccccc3n2)cc1,-21,76,-7,-11
C=C1c2cc(C)c(C)cc2NC(=O)N1c1ccccc1,-62,107,2,-1
COc1ccccc1C1CCN(Cc2c(C)[nH]c3ccccc23)CC1,-11,100,0,8
O=C(COC(=O)CCN=C1NS(=O)(=O)c2ccccc21)NC1CCCCCCC1,-24,99,-13,-4
CC(/C=N/NC(=O)c1cc(-c2cccn2C)n[nH]1)=C\c1ccccc1,-23,98,8,-3

# Next section:
SMILES,Mcl1 Bid PPI,RGS8-Gao reg,Mcl1 Noxa PPI,Pf gametocyte
O=C(NCc1ccc(OC(F)(F)F)cc1)C1CC(c2ccccc2C(F)(F)F)=NO1 (stereo unspecified),-51,101,5,-1
CC(C)(C)C1CCc2c(sc3ncn(N)c(=N)c23)C1 (stereo unspecified),2,103,14,-28
O=C(N/N=C/C(Cl)=C/c1ccc([N+](=O)[O-])cc1)C(=O)Nc1cccc(C(=O)O)c1,-11,100,21,4
CCOc1ccc(C(=O)Nc2nc(C)c(C(=O)OC)s2)cc1,6,103,-33,-1
O=[N+]([O-])c1ccc(-c2nc(NCC3CCCO3)c3ccccc3n2)cc1 (stereo unspecified),5,103,20,-5
Cc1cccc(N2CCN(c3nnc(C(F)(F)F)s3)CC2)c1,-65,102,-15,-4
Cn1cccc1/C=N/NC(=O)CNc1cccc2ccccc12,-46,99,6,-6
Cc1ccc(S(=O)(=O)N2CCCCC2)cc1NC(=O)Cn1cnnn1,-18,101,5,18
O=C(NNc1ccccc1)C(=O)NNS(=O)(=O)c1ccc(CCCl)cc1,-1,96,-4,20
COc1cc(/C=N\Nc2nc(-c3cccs3)c(NC(C)=O)s2)ccc1O,-93,103,95*,6
Nc1c2c(nc3sc4c(c13)CCCC4)-c1ccccc1CC2,-21,101,35,-14
Cc1[nH][nH]c(=O)c1C(c1ccc(N(C)C)c(Br)c1)c1c(C)[nH][nH]c1=O,-18,97,-13,13
COC(=O)c1scc(S(=O)(=O)C(C)(C)C)c1-n1cccc1,1,94,15,-4
CN(C(=O)Nc1cccc(C(F)(F)F)c1)C1CCCCC1,-5,99,-2,-23
N#CCCN(Cc1cccs1)C(=O)c1ccc(Cl)cc1,-3,99,11,-1
O=C(CSc1nc2ccccc2[nH]1)N/N=C/c1ccncc1,17,103,31,-5
Cc1nc2ccccc2c(=O)n1/N=C/c1ccccc1O,-26,102,8,-13
COc1cc(C(=O)NCCNC(=O)C2CCCNC2=O)cc(OC)c1OC (stereo unspecified),15,94,-9,6
COC(=O)Nc1nnc(-c2ccccc2OC)s1,1,96,-2,-8
CCn1c(=O)c([N+](=O)[O-])c(N2CCN(Cc3ccc4c(c3)OCO4)CC2)c2ccccc21,-20,98,10,12
Cc1nc(-c2nnc(SCC(=O)Nc3cc(Cl)cc(Cl)c3)n2C)cs1,-7,99,-10,6
Cc1cc(C)c(O)c(C2(O)C(=O)c3ccccc3C2=O)c1,-25,102,12,-15
C=CCc1ccc2oc(C(=O)OCC)cc(=O)c2c1O,-14,101,-1,-5
O=C(O)CCCNC(=O)Cc1ccccc1,1,97,11,2
Cc1cc(C)c2c(c1)/C(=c1/sc3n(c1=O)CN(c1ccccc1)CN=3)C(=O)N2,-20,102,21,-32

# The list goes on:
SMILES,Mcl1 Bid PPI,RGS8-Gao reg,Mcl1 Noxa PPI,Pf gametocyte
OCCNc1nc(Nc2cccc(O)c2)nc2ccccc12,-44,94,37,-7
NS(=O)(=O)c1ccc(NC(=O)CSc2ncccn2)cc1,-3,101,-5,19
CCC(C)(C)C1CCC2(CC1)NC(=S)N(c1ccccc1)N2 (stereo unspecified),-26,101,3,-3
Cn1c(=O)cc(C(=O)N/N=C/c2ccc(F)cc2)[nH]c1=O,-7,104,-5,4
CCCN(CCC)S(=O)(=O)c1ccc(C(=O)N2CC3CCC(CC3)C2)cc1,-10,106,2,-8
COC(=O)c1cc(S(=O)(=O)C(C)C)c(S(C)=O)s1 (stereo unspecified),-11,101,6,-7
Cc1nc(/C(N)=N/OC(=O)c2cccc(Cl)c2)c(C(F)(F)F)o1,-7,98,10,17
COc1cc(/C=C(\C#N)C(=O)N2CCc3ccccc32)ccc1O,5,101,11,6
O=c1c2c3c(sc2n(CCN2CCCC2)c(=O)n1Cc1ccccc1)CCCCC3,-27,105,-1,-2
Cc1cc(OCc2ccccc2)ccc1/C(O)=C1/C(=O)C(=O)N(Cc2cccnc2)C1c1ccncc1 (stereo unspecified),9,102,6,-1
Cc1cc(NS(=O)(=O)c2ccc(NC(=O)CSc3nc4ncccc4[nH]3)cc2)nc(C)n1,6,104,6,7
Cn1cc(/C=C2\SC(=O)N(c3ccc(O)cc3)C2=O)c2ccccc21,-22,98,35,-2
COc1ccc(C2CC(O)(c3ccccc3)Oc3cc(OC)c(OC)c(OC)c32)cc1 (stereo unspecified),-4,100,24,-1
O=C(/C=C\Nc1ccc(S(=O)(=O)Nc2ncccn2)cc1)c1ccccc1,-31,101,6,2
CCOC(=O)NC(C(Cl)(Cl)Cl)S(=O)(=O)c1ccccc1 (stereo unspecified),-37,99,9,24
COc1ccc(/C=N/NC(=O)c2ccn[nH]2)cc1Cn1cc([N+](=O)[O-])cn1,4,100,5,-27
COc1ccc2cc3c(N)nn(C(=O)c4ccccc4Cl)c3nc2c1,-11,101,-10,3
CN1CCN(C(=S)c2ccc(-c3cccc([N+](=O)[O-])c3)o2)CC1,-67,113,10,-5
CC(=O)C1=C(O)C(=O)N(c2cccnc2)C1c1cccc([N+](=O)[O-])c1 (stereo unspecified),-26,100,-2,-22
N/C(CC(=O)Nc1ccc(F)cc1F)=N\OC(=O)c1cccs1,-8,105,15,3

# Among those listed so far, five have a CF3 group.
SMILES,Mcl1 Bid PPI,RGS8-Gao reg,Mcl1 Noxa PPI,Pf gametocyte
O=C(Nc1ccc(Oc2cccc(C(F)(F)F)c2)nc1)c1ccco1,-15,103,-24,-17
O=C(NCc1ccc(OC(F)(F)F)cc1)C1CC(c2ccccc2C(F)(F)F)=NO1 (stereo unspecified),-51,101,5,-1
Cc1cccc(N2CCN(c3nnc(C(F)(F)F)s3)CC2)c1,-65,102,-15,-4
CN(C(=O)Nc1cccc(C(F)(F)F)c1)C1CCCCC1,-5,99,-2,-23
Cc1nc(/C(N)=N/OC(=O)c2cccc(Cl)c2)c(C(F)(F)F)o1,-7,98,10,17
